GPR35 antagonists = inhibition of zaprinast-stimulated GPR35 beta-arrestin translocation – imaging, U2OS, beta-arrestin-GFP, zaprinast agonist, primary screen (AID 2058) | 290,000 tested, 0.052% active | U2OS GPR35 beta-arrestin-GFP translocation imaging, zaprinast antagonism; higher % means a stronger effect | one-dose inhibition, % at 10 µM; IC50 in µM for titrated hits;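 active means inhibition of at least 50% with at least 30 cells and total cytoplasm GFP at most 10,000,000; inconclusive means under 30 cells or total GFP of 10,000,000 plus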
GPR55 antagonists = GPR55 antagonists blocking LPI-driven arrestin recruitment, primary screen, imaging, U2OS, beta-arrestin-GFP, LPI agonist (AID 2013); U2OS GPR55 beta-arrestin-GFP translocation imaging, LPI antagonism; higher % means a stronger effect; inhibition, % at 10 µM, or IC50 in µM where a hit was titrated; 290,000 tested, 0.13% active;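 active means spots per cell inhibited over 60%, with over 100 cells counted and total cytoplasm intensity under 500,000; inconclusive means wells with under 100 cells, flagged as likely toxic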;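 further: U2OS cells stably carrying GPR55 and arrestin-GFP stimulated by 5 µM LPI near EC80; imaged beta-arrestin-GFP aggregate spots per cell after agonist stimulation; plate controls were LPI-stimulated DMSO wells for no effect and DMSO wells without LPI for full effect; some results filed as inactive read as strong as hits; confirmed hits need IC50 under 10 µM and bright autofluorescent wells are also inconclusive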
KOR beta-arrestin-1 = kappa opioid receptor activators – cell-based, luminescence, uHTS, primary screen (AID 1777); KOR beta-arrestin recruitment, luminescence; higher % means a stronger effect; 280,000 tested, 0.02% active; activation, % at 10 µM, or EC50 in µM where a hit was titrated; in the data active means activation above about 50%, passing the limit was not always enough; further: a part of the inactive calls stands beside numbers as strong as those of hits
HIV fusion peptide = cell-free HIV fusion peptide-binding blockers – biochemical, uHTS, fluorescence dequenching, primary screen (AID 1986); cell-free peptide binding, fluorescence dequenching, 30 min; higher % means a stronger effect; one-dose inhibition, % at 20 µM; IC50 in µM for titrated hits; 290,000 tested, 0.3% active; in the data active means inhibition mostly above about 52%, no sharp cut-off; inactive means mostly below about 76%; further: some results filed as inactive read as strong as hits
KOR beta-arrestin-2 = kappa opioid receptor blockers – cell-based, luminescence, uHTS (AID 1778). KOR beta-arrestin recruitment, luminescence, antagonist mode; higher % means a stronger effect. inhibition, % at 10 µM, or IC50 in µM where a hit was titrated. 290,000 tested, 0.091% active; further: strong numbers were not always called active
NOD2 inhibition = inhibition of NOD2-driven NF-kB reporter – cell-based, luminescence, uHTS, HEK293 (AID 1566); HEK293 NOD2/NF-kB luciferase reporter, luminescence; higher % means a stronger effect; inhibition, % at 4 µM; hits with a dose series show EC50 in µM; 290,000 tested, 0.63% active; further: many of its hits are not listed in these tables
NOD1 inhibition = inhibition of NOD1-driven NF-kB reporter – cell-based, luminescence, uHTS, primary screen (AID 1578) | NOD1-driven NF-kB luciferase reporter cells, luminescence; higher % means a stronger effect | inhibition, % at 4 µM; hits with a dose series show EC50 in µM | 290,000 tested, 1% active; in the data active means inhibition mostly above about 36%, no sharp cut-off; inactive means mostly below about 34%;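 further: HEK-293T reporter cells stimulated with the NOD1 agonist gamma-tri-DAP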
Myeloid diff MLP = myeloid differentiation induction. ER-HoxA9 myeloid progenitors, lysozyme-GFP differentiation, flow cytometry. calls only at 10 µM. 360,000 tested, 1% active;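 active means normalized GFP-positive differentiation at or above the plate's own cutoff, the solvent-only control mean plus 3 SD; inconclusive means no clear call, values can overlap the other calls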;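 further: cells exposed to compound for four days before flow analysis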
GPR55 beta-arrestin = GPR55 agonists via beta-arrestin recruitment, primary screen, imaging, U2OS cells, beta-arrestin-GFP redistribution (AID 1961); U2OS GPR55 beta-arrestin-GFP redistribution imaging; higher % means a stronger effect; one-dose activation, % at 10 µM; EC50 in µM for titrated hits; 290,000 tested, 0.048% active;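 active means activation above 40% with more than 50 cells counted in the well; inconclusive means wells holding fewer than 50 cells, flagged as toxic or sparse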;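 further: U2OS osteosarcoma cells stably expressing GPR55 and beta-arrestin-GFP; plate controls were DMSO negative control for no effect and LPI positive control for full effect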
Myeloid diff MLP GFP+ MAC1+ % = also measured in Myeloid diff MLP; calls as there; GFP+ MAC1+ double positive, %; measured here: differentiation confirmed by MAC1 staining
The depositor's hits bear a star; i = inactive; ? = inconclusive; · = not tested or not shown; [ ] = another dose, or the depositor's remark. Unless noted, no stated cut-off is given here; in the data, active means inhibition above about 50%; inactive means the rest.

Each structure is followed by: GPR35 antagonists	GPR55 antagonists	KOR beta-arrestin-1	HIV fusion peptide	KOR beta-arrestin-2	NOD2 inhibition	NOD1 inhibition	Myeloid diff MLP	Myeloid diff MLP GFP+ MAC1+ %	GPR55 beta-arrestin
1. NC(=O)C1CCN(c2ccc(C(F)(F)F)cn2)CC1
 : -6%	1%	3.8%	0.5%	8%	-1%	-35%	i	0.8	0.6%
2. COc1cc(OC)cc(C(=O)NCC(=O)Nc2ccc(-c3ccccc3)cc2)c1
 : -9%	-2%	0.1%	1.7%	-80%	-45%	-34%	i	0.3	-0.2%
3. CCOC(=O)c1c(C)[nH]c(C)c1-c1ccccc1OC
 : 14%	-26%	-3.9%	-4.5%	-1%	14%	14%	i	1.1	-0.1%
4. CC(C)(C)OC(=O)N1Cc2ccccc2C[C@H]1C(=O)NCC(=O)NC1CCCC1
 : 9%	12%	3.4%	0.7%	-28%	·	·	i	0.9	-0.1%
5. O=C(Nc1ccc2c(c1)OCO2)c1ccc(NC2CC2)c([N+](=O)[O-])c1
 : 6%	-2%	-5.7%	-2.6%	-11%	-39%	-33%	i	0.6	0.5%
6. O=C(Nc1ccccc1)Nc1csc2ccccc12
 : -13%	-9%	0.6%	0.8%	-19%	-57%	8%	i	0.3	0.7%
7. CCOC(=O)N1C=CC(C)=C[C@@H]2[C@@H](N3C(=O)c4ccccc4C3=O)C(=O)N21
 : -8%	4%	-2.5%	2.6%	8%	10%	-22%	i	0.3	-0.2%
8. C=CCN1C(=O)C(Cc2ccc(OC)cc2)S/C1=N/N=C/c1ccco1 (stereo unspecified)
 : -24%	14%	-4.8%	3.4%	-6%	14%	-3%	i	4.5	-0.3%
9. O=C(Nc1ccc(-n2ccnc2P(=O)(O)c2ccccc2)cc1)c1ccccc1Br
 : -1%	2%	-0.2%	0.8%	0%	-10%	-19%	i	0.9	-0.2%
10. COC(=O)c1ccc(SCC(=O)NCc2ccccc2)c([N+](=O)[O-])c1
 : 11%	4%	-2.2%	-1.5%	31%	2%	-5%	i	1.1	0.0%
11. C=C(Br)CN1CCN(CC(=C)Br)CC1
 : 9%	7%	0.0%	0.3%	24%	-12%	1%	i	0.2	0.0%
12. CCOC(=O)Cc1csc(NC(=O)C2C3C=CC(C3)C2C(=O)O)n1 (stereo unspecified)
 : 0%	-5%	1.9%	0.5%	-17%	8%	0%	i	0.6	-0.1%
13. Cc1ccc(C(=O)NCc2n[nH]c(=S)n2-c2ccccc2)cc1[N+](=O)[O-]
 : -8%	6%	-1.9%	1.7%	29%	17%	-3%	i	0.2	-0.6%
14. CC1CC(=O)N(CC(=O)NCc2ccccc2)c2ccccc2S1(=O)=O (stereo unspecified)
 : 6%	9%	0.2%	-0.2%	16%	6%	-33%	i	0.0	-0.1%
15. CC(C)C[C@H](NC(=O)[C@H]1N2C(=O)c3ccccc3C2SC1(C)C)C(=O)N[C@@H](Cc1ccccc1)C(=O)O (stereo partly specified)
 : -16%	2%	0.1%	7.5%	-24%[20 µM]	13%	-9%	i	3.6	-0.1%
16. COc1ccccc1-c1noc(CSc2nc(N)cc(=O)[nH]2)n1
 : 8%	-3%	-0.7%	-1.1%	1%	-2%	11%	i	0.3	-0.1%
17. COc1ccc(S(=O)(=O)NCC2CCC(C(=O)NCc3ccc(F)cc3)CC2)cc1 (stereo unspecified)
 : 10%	2%	2.0%	1.2%	6%	18%	2%	i	0.6	-0.2%
18. CCOC(=O)C1=NN(c2ccccc2)C2C(=O)N(c3ccccc3OC)C(=O)C12 (stereo unspecified)
 : 8%	-1%	0.0%	-0.9%	14%	21%	0%	i	0.5	0.3%
19. CN(C)CCOCCOc1ccc(Cl)cc1Br
 : 11%	6%	-1.5%	-2.5%	-20%[20 µM]	10%	-9%	i	0.5	-0.1%
20. COc1cc(NC(=O)c2cc(C(C)C)on2)cc(OC)c1OC
 : -8%	15%	-7.9%	1.6%	28%	0%	-21%	i	3.1	-0.2%
21. CN1C(=S)SC(C)(C)C1N(O)C(=O)Nc1ccc(Cl)cc1 (stereo unspecified)
 : 7%	8%	·	-2.1%	13%	-13%	16%	i	0.3	1.0%
22. COc1ccccc1NC(=S)N1CCN(c2ccccn2)CC1
 : 13%	-3%	-2.0%	-1.5%	-26%	16%	-6%	i	0.9	-0.1%
23. CNc1nc2c(N)ncnc2n1[C@H]1O[C@@H](CO)[C@H](O)[C@@H]1O
 : -10%	-8%	6.5%	0.1%	20%	-10%	11%	i	0.7	-0.1%
24. Cc1ccc(/C=C/C(=O)N2CC(C)CC(C)C2)o1 (stereo unspecified)
 : 4%	15%	1.8%	2.3%	-33%	9%	3%	i	1.0	0.3%
25. CCN1C(=O)C(O)(CC(=O)c2cc(C)ccc2C)c2ccccc21 (stereo unspecified)
 : 4%	5%	·	0.5%	4%	-5%	3%	i	1.3	0.2%
26. Cc1c(Cl)cn2c(=O)cc(CN3CCN(c4ccccc4)CC3)nc2c1Cl
 : -7%	-2%	9.7%	-1.0%	-31%	20%	29%	i	0.2	0.7%
27. O=C1CCCc2nc(N3CCc4ccccc43)ncc21
 : 16%	3%	-4.8%	3.6%	6%	-108%	-85%	i	0.8	0.7%
28. CCCCCC(=O)Nc1nc2ccccc2[nH]1
 : 3%	-4%	4.9%	4.7%	-9%	-48%	-41%	i	2.0	0.3%
29. CC(NC(=O)Nc1ccc(Cl)cc1)c1ccccc1 (stereo unspecified)
 : 4%	-7%	-5.6%	2.1%	4%[20 µM]	2%	-34%	i	0.8	0.7%
30. CCOC(=O)C(C)(C)Sc1ncnc2nc[nH]c12
 : 1%	-4%	4.6%	0.6%	19%	4%	-35%	i	4.9	-0.2%
31. CCOC(=O)c1c(S(=O)(=O)NCC(=O)Nc2cccc(C)c2C)c(C)n(C)c1C
 : 6%	3%	-3.6%	-1.7%	10%	13%	1%	?	·	0.3%
32. CCOC(=O)c1ccc(NC(=O)CC2C(=O)N(c3cccc(OC)c3)C(=O)N2CCOC)cc1 (stereo unspecified)
 : 2%	20%	-0.3%	3.3%	-5%	5%	-2%	i	1.0	0.3%
33. CN1/C(=C/C(=O)c2ccc(Cl)cc2)Sc2cc3c(cc21)OCO3
 : 11%	4%	-4.3%	1.9%	14%	-63%	-26%	i	2.4	-0.2%
34. Cc1cc(C)n2nc(CC(=O)NNC(=O)c3ccc(N(C)C)cc3)nc2n1
 : -6%	-16%	-0.5%	0.2%	-50%	10%	27%	i	2.1	0.3%
35. Cc1ccc(Cl)cc1N(CC(=O)NCc1ccccc1)S(C)(=O)=O
 : -6%	-3%	3.0%	-1.1%	-28%	6%	-25%	i	0.3	-0.1%
36. CN(C)/C=N/C(=S)Nc1ccc(F)cc1
 : -7%	10%	1.4%	-1.1%	19%	2%	-13%	i	1.0	0.1%
37. Cc1cc(C)c(OCC(=O)OCCNC(=O)c2cccnc2)c(C)c1
 : -10%	0%	-1.2%	2.0%	31%	11%	-10%	i	0.6	-0.1%
38. COc1cc2nc(CN3CCN(S(=O)(=O)c4ccc(C)c(C)c4)CC3)[nH]c(=O)c2cc1OC
 : 10%	-6%	7.1%	1.5%	-39%	15%	18%	i	1.0	-0.3%
39. COc1ccc(C(=O)Cn2cnc3ccccc3c2=O)cc1OC
 : -3%	4%	-1.1%	-0.7%	-13%	-2%	-25%	i	0.6	-0.1%
40. COC(=O)c1ccc(CSc2ncn[nH]2)o1
 : -6%	12%	-1.8%	-0.1%	8%	9%	-1%	i	1.7	-0.2%
41. COc1c(C(C)C)oc2cc3oc(=O)ccc3cc12
 : -9%	-12%	-2.6%	-2.1%	-8%	-16%	-47%	i	0.8	-0.2%
42. COc1cccc(C2C3CN(C)CC=C3C(C#N)=C(N)C2(C#N)C#N)c1OC (stereo unspecified)
 : 2.7µM*	?	-3.2%	149%	44%	3%	-42%	i	3.8	-0.1%
43. O=C1c2ccccc2C(=O)N1CC(=O)N1c2ccccc2Sc2ccccc21
 : 13%	16%	-2.1%	-2.2%	18%	6%	5%	i	11	0.3%
44. COc1ccccc1/C=C1\SC(=O)N(CCC(=O)NCCCn2ccnc2)C1=O
 : 4%	0%	-2.9%	-0.6%	-9%	10%	-25%	i	1.9	-0.1%
45. Cc1ccc(F)cc1NC(=O)CN1CCN(c2ccccn2)CC1
 : -8%	-8%	-1.6%	-0.2%	4%	2%	-46%	i	0.4	0.0%
46. COCCN=C1N[C@@H](c2ccccc2)C(C(=O)OC)=C(C)N1Cc1ccccc1
 : 1%	31%	1.3%	2.7%	-16%[20 µM]	-13%	-13%	i	0.6	0.4%
47. Nc1c(Cl)ncnc1N1CCN(c2ncnc(Cl)c2N)CC1
 : -9%	-13%	3.4%	0.3%	-3%	7%	-7%	i	0.7	-0.2%
48. Cc1ccccc1NC(=O)C1CC(Cl)=CCC1C(=O)O (stereo unspecified)
 : 19%	2%	0.8%	-1.5%	-31%	-3%	20%	i	1.2	-1.0%
49. O=C(CCc1ccccc1)N=C1SC2CS(=O)(=O)CC2N1c1cccc(F)c1 (stereo unspecified)
 : 4%	4%	-1.1%	1.0%	-24%	6%	1%	i	1.1	-0.1%
50. O=C(Cn1cnc2c(nnn2-c2ccc(F)cc2)c1=O)NCC1CCCO1 (stereo unspecified)
 : 3%	-2%	16%	0.5%	13%	10%	-26%	i	1.0	-0.3%
51. CC(=O)N1CCn2c3c(c(=O)c4cc(C)ccc42)CCC31 (stereo unspecified)
 : -8%	-11%	4.3%	2.2%	-11%	11%	-6%	i	1.4	-0.1%
52. Cn1c(Cn2c(=O)sc3ccccc32)nnc1SCC(=O)N1CCOCC1
 : 0%	9%	1.7%	0.4%	7%	0%	-12%	i	0.4	-0.5%

Pulled by compound from the list above (two):
Each structure is followed by: GPR35 antagonists	GPR55 antagonists	KOR beta-arrestin-1	HIV fusion peptide	KOR beta-arrestin-2	NOD2 inhibition	NOD1 inhibition	Myeloid diff MLP	Myeloid diff MLP GFP+ MAC1+ %	GPR55 beta-arrestin
40. COC(=O)c1ccc(CSc2ncn[nH]2)o1
 : -6%	12%	-1.8%	-0.1%	8%	9%	-1%	i	1.7	-0.2%
41. COc1c(C(C)C)oc2cc3oc(=O)ccc3cc12
 : -9%	-12%	-2.6%	-2.1%	-8%	-16%	-47%	i	0.8	-0.2%

Some of the compounds tested. The share of hits here may be higher or lower than overall.
